Assay outcomes from PubChem BioAssay.
Tau fluor counter = counter-screen for tau fibril formation inhibitors; hit rate 0.93% among 280,000; Potency, µM (series often up to 57.7 µM), inactives show top-dose activity change, negative = decrease; tau K18 P301L (four-repeat tau fragment) Alexa594 fluorescence, heparin fibrillization; AID 1463; further: potency means the concentration at half of the fitted maximal effect; on the % scale 0 is the no-effect control and ±100 the full control effect; nearly all actives have a fitted effect of over 55% in size
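Human K18 P301L tau (15 uM unlabeled plus 0.24 uM Alexa 594-labeled, final) in 100 mM sodium acetate pH 7 was mixed with compound and 20 uM heparin and incubated 6 hr at 37 C.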
TRb SRC2 PPI = TRbeta-SRC2 interaction inhibition. P10828. TRbeta-SRC2 peptide binding, fluorescence polarization; receptor liganded with 1 µM T3. Potency, µM (highest dose often 106 µM), inactives show at the top dose activity change, negative = inhibition, hits mostly inhibitors. hit rate 0.065% among 280,000. AID 1469;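 further: potency means the concentration at half of the fitted maximal effect; plate controls were bound peptide for no effect and peptide without receptor for full effect; nearly all actives have a fitted effect of over 50% in size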
Target sequence (P10828 whole entry, looked up): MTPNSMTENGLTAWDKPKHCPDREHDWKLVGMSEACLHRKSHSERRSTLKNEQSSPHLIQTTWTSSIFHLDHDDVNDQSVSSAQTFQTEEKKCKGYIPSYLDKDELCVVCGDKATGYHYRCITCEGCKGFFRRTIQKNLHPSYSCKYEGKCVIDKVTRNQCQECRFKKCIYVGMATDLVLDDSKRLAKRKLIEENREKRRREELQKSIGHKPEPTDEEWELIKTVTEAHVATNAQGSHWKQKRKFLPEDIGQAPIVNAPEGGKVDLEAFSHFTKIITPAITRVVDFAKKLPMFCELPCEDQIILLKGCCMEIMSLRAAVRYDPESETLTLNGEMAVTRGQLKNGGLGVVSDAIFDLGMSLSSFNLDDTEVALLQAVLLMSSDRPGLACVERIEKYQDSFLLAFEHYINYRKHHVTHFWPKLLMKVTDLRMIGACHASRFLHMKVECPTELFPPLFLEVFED
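Compounds were added to 0.6 uM TRb ligand-binding domain and 20 nM Texas Red-labeled SRC2 peptide in Tris buffer containing 1 uM T3, incubated 5 hr at ambient temperature, then read by fluorescence polarization.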
CBFb-RUNX1 inh = CBF-beta/RUNX1 interaction disruption; AID 1477; Potency, µM (top dose mostly 59.8 µM), for inactives: top-dose activity, negative = inhibition, most hits filed as inhibitors; AlphaScreen CBFb-His/RUNX1-biotin binding, biochemical; Q01196+Q13951; 230,000 tested, under 10 active; further: % of control where 0% means no effect
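Bead-based AlphaScreen assay; binding partners His-tagged CBF-beta and biotinylated RUNX1 at 30 nM each. Compound exposure 15 min after a 20-min protein preincubation; bead step 90 min; all steps at room temperature.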
TR SRC2 fluor cs = alters Texas Red total fluorescence, flagging assay interference; TRb/SRC2 Texas Red total fluorescence interference; Potency, µM (series often up to 106 µM), without a hit: at the highest dose fluorescence change, negative = quenching; hit rate 0.29% among 280,000; AID 1479; active means well fitted curve in either direction with a large enough effect; inconclusive means small, poorly fitted or top-dose-only effect; further: potency means the concentration at half of the fitted maximal effect; on the % scale 0 is the no-effect control and ±100 the full control effect
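Human TRβ ligand-binding domain (0.6 uM) and Texas Red SRC2 peptide (20 nM) in Tris buffer with 1 uM T3 and 5% DMSO were incubated with pinned compound for 5 hr at ambient temperature. Total fluorescence was computed as S + 2P (555/632 nm).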
Epigenetic derep = regulators of epigenetic silencing causing reporter derepression in mouse cells; hit rate 0.2% among 280,000; Potency, µM (series often up to 53.9 µM), for the others: top-dose GFP activation, most hits filed as activators; murine LDR cells, GFP reporter derepression, 30 h; further: potency means the concentration at half of the fitted maximal effect; % of control where 0% means no effect; nearly all actives have a fitted effect of over 60% in size
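GFP-positive cell count by laser-scanning cytometry (objects 20–120 um) after 30 h, 37 C compound exposure of murine LDR cells; reporter is CMV-GFP integrated at a silenced locus, inducible by HDAC or DNMT inhibitors.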
NPSR antagonist = neuropeptide S receptor (human) antagonism, cAMP; Q6W5P4; Potency, µM (series often up to 38.3 µM), without a hit: at the top dose activity change, negative = inhibition, actives largely listed as inhibitors; AID 1461; hit rate 1% among 220,000; CHO-NPSR cells, cAMP TR-FRET, antagonist mode; further: potency means the concentration at half of the fitted maximal effect; on the % scale 0 is the no-effect control and ±100 the full control effect; nearly all actives have a fitted effect of over 50% in size; many of its hits are not listed in these tables
Target sequence (Q6W5P4 whole entry, looked up): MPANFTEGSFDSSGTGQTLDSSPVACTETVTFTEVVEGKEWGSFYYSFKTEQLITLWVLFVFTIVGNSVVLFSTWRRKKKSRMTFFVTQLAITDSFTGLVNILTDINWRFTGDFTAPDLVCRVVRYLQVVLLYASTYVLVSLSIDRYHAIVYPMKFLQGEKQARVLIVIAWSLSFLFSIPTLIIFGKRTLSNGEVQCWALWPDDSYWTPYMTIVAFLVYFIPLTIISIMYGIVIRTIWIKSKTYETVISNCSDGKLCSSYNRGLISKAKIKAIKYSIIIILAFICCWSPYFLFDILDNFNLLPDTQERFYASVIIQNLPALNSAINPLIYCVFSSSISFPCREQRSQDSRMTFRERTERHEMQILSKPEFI
Tau FP inhib = blocks human tau fibril formation measured by polarization; hit rate 0.39% among 280,000; Potency, µM (titrated, usually from 57.7 µM), inactives show at the highest dose activity, negative = inhibition, most hits filed as inhibitors; AID 1468; K18 P301L tau heparin fibrillization, Alexa594 FP, 6 h; P10636; further: potency means the concentration at half of the fitted maximal effect; on the % scale 0 is the no-effect control and ±100 the full control effect; nearly all actives have a fitted effect of over 55% in size
Target sequence (P10636 561-689 P618L limits assumed): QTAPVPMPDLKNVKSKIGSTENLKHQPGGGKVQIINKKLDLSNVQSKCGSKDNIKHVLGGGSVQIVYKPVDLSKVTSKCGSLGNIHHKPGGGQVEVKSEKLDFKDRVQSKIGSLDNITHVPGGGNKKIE
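Steps: dispense K18 P301L tau (15 uM plus 0.24 uM Alexa 594 tracer, final) in pH 7 sodium acetate; add compound; add heparin (20 uM final); incubate 6 hr, 37 C; add ThT (30 uM final); after 1 hr ambient, read FP.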
GLA spleen mod = inhibitors or activators of human alpha-galactosidase in spleen homogenate | human spleen homogenate, 4MU-alpha-Gal fluorescence, 40 min | Potency, µM (highest dose often 80 µM), for inactives: at the highest dose activity change, negative = inhibition, usual class: inhibitors | hit rate 0.008% among 240,000;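 further: potency means the concentration at half of the fitted maximal effect; 0% = enzyme with vehicle and -100% = no enzyme basal signal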
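Fluorogenic readout (Ex 365/Em 440 nm) of 4-methylumbelliferone released from 1 mM 4-MU-alpha-galactoside by spleen homogenate, 40 min at 37C, pH 5.0. Data normalized to no-enzyme and enzyme controls; Hill-equation AC50 from compound titrations.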
* marks the source's active call; other numbers are inactive results; ? = inconclusive; nt = not tested or not shown; & = joins results of further samples; [ ] = dose if it differs, or a comment. Unless noted, the call rests on the fitted dose curve; in most records, active means well fitted curve in the direction sought with a large enough effect; inconclusive means small, poorly fitted or top-dose-only effect, or another doubt; inactive means no such curve, though single readings can be large; an effect the other way counts as inactive or inconclusive.

SMILES	Tau fluor counter	TRb SRC2 PPI	CBFb-RUNX1 inh	TR SRC2 fluor cs	Epigenetic derep	NPSR antagonist	Tau FP inhib	GLA spleen mod
CCCCn1nc2cc(C(=O)NC3CCCc4ccccc43)ccc2c1OCC (stereo not given)	-6%	-6%	6%	0%	0.0%	-27%[46.1 µM]	3%	7%
Cc1cc(C)c2c(=O)n(CC(=O)N3CCC(Cc4ccccc4)CC3)sc2n1	-22%	1%	0%	-1%	?	-26%	11µM*	-1%
O=C1NN(c2ccccc2)C(=O)/C1=C\c1cccc(OC(=O)c2cccs2)c1	-25%	-1%	-13%	-7%	-0.7%	?	?	5%
CCN(CC)S(=O)(=O)c1ccc(C)c(NC(=O)Cn2cnc3cc([N+](=O)[O-])ccc3c2=O)c1	-26%	7%	-24%	-1%	-3.4%	-32%	14%	10%
CCN(CC)S(=O)(=O)c1ccc(N2CCOCC2)c(NC(=O)COc2ccc(C#N)cc2)c1	-16%	-4%	7%	-5%	-1.0%	-29%	4%	9%
O=C(/C=C/c1ccc([N+](=O)[O-])cc1)NCc1cccs1	-9%	2%	-7%	-3%	0.0%	-11%	-3%	2%
Cc1ccc(O)c(-n2nc3ccccc3n2)c1	-8%	5%&-4%	11%	0%&-1%	0.1%	1%	3%	4%
O=C(OCC(=O)N(C1CCCCC1)C1CCCCC1)c1ccncc1	-13%	-13%	2%	-1%	-1.0%	-22%[46.1 µM]	-1%	22%
COc1ccc(OC)c(CN(CCN2CCOCC2)C(=O)Nc2cccc(Cl)c2)c1	6%	3%	-5%	-7%	1.0%	4%	-1%	-1%
CCOC(=O)C1CCCN(C(=O)Cn2cccc2C(=O)c2ccccc2)C1 (stereo not given)	-7%	3%	2%	0%	1.1%	-7%[46.1 µM]	-8%	0%
COc1ccc(NC(=S)Nn2cnnc2)cc1OC	-15%	-7%	-5%	1%	-4.5%	3%	-14%	4%
CCN(CC)C(=O)c1ccc(-c2nnc(OC)c3ccccc23)cc1	-7%	2%	1%	1%	0.1%	-1%	-3%	8%
COc1cccc2sc(N(Cc3cccnc3)C(=O)c3ccco3)nc12	-18%	-8%	nt	-2%	-4.2%	nt	18%	nt
COC(=O)c1ccc(Cn2nnc3c(=O)[nH]c(C4CCCN(S(=O)(=O)c5cccc(Cl)c5)C4)nc32)cc1 (stereo not given)	-4%	-3%	nt	0%	-4.0%	nt	?	nt
Cc1ccc(CN2CCN(Cc3cnc(N4CCOCC4)s3)CC2CCO)cc1 (stereo not given)	9%	5%	1%	-1%	4.3%	5%	3%	3%
Cc1[nH]c2ccccc2c1/C=N/NC(=O)c1cc(-c2ccccc2)n[nH]1	16µM*[quencher]	19%	-15%	-18%	-0.5%	-30%	?	4%
Cc1cc([N+](=O)[O-])ccc1NC(=O)c1cccc(NC(=O)C(C)C)c1	1%	-2%	7%	-5%	-0.2%	1%	-3%	4%
Cc1ccc(C)c(CN2C(=O)c3ccccc3S(=O)c3ccc(C(=O)N4CCN(c5cccc(Cl)c5)CC4)cc32)c1 (stereo not given)	-13%	-8%	nt	0%	3.3%	nt	-3%	nt
CCOC(=O)c1c(NC(=O)c2cc(=O)c3c(C)cc(C)cc3o2)sc(C)c1C	-4%	1%	nt	1%	0.0%	nt	1%	nt
Cc1ccccc1OCc1nnc(SCc2cc(=O)[nH]c3ccccc23)n1-c1ccccc1	-14%	1%	-9%	0%	-1.0%	-18%	1%	-27%
COc1ccc(CN(C2CCCCC2C)S(=O)(=O)c2ccc(S(=O)(=O)N(C)C)cc2)cc1OC (stereo not given)	-14%	1%	1%	6%	0.0%	-16%	8%	0%
Cc1ccc(S(=O)(=O)N2CCC(=O)N(CCOCc3ccc(Cl)cc3)CC2)cc1	-10%	-1%	1%[2.36 µM]	0%	-2.9%	-2%	6%	1%
FC(F)Sc1ccc(-n2cc(-c3ccccc3)[n+]3c2CCC3)cc1	6%	3%	-7%	-1%	1.1%	-4%[46.1 µM]	-1%	11%
COc1cc2c(cc1OC)C(COc1ccc3c(C)cc(=O)oc3c1)N(C(=O)CC(C)C)CC2 (stereo not given)	-22%	-2%	nt	-1%	1.6%	nt	-3%	nt
S=c1[nH]nc(-c2ccco2)n1-c1cccc2ccccc12	0%	3%	3%	-2%	0.0%	6%[46.1 µM]	-1%	-9%
CCS(=O)(=O)c1cc([N+](=O)[O-])c(Sc2ccccc2N)s1	?	-4%	?	-2%	-1.3%	4%	?	?
CCC(C)C1NC(=O)C(Cc2ccc(O)cc2)NC(=O)C(N)CSSCC(C(=O)N2CCCC2C(=O)NC(CC(C)C)C(=O)NCC(N)=O)NC(=O)C(CC(N)=O)NC(=O)C(CCC(N)=O)NC1=O (stereo not given)	nt	1%	-15%	-7%	nt	nt	nt	5%
CCc1ccc2oc(C(=O)Nc3ccccc3C(=O)OC)cc(=O)c2c1	-13%	0%	nt	3%	1.9%	nt	-4%	nt
CCOC(=O)c1c(C)oc2ncnc(Nc3cccc(C(F)(F)F)c3)c12	-5%	1%	nt	-1%	0.4%	nt	-1%	nt
COc1ccc(CNC(=O)c2cnccn2)cc1	0%	-6%	11%	-9%	0.1%	12%[46.1 µM]	-5%	1%
CCCCN(C(=O)c1ccco1)c1nnc(-c2cc(OC)c(OC)c(OC)c2)s1	-7%	-9%	11%	-1%	0.9%	-17%[46.1 µM]	-4%	-5%
Cc1cc(NC(=O)CCCN2C(=O)c3cccnc3C2=O)ccc1Br	-3%	-4%	17%	-1%	1.1%	2%	3%	-1%
O=C(O)C1CC(C2CCCCN2)CN2CCCCC12 (stereo not given)	-7%	-6%	nt	-2%	-2.0%	nt	-4%	18%
Cc1cccc(OCCC(=O)NCC(c2ccccc2)N(C)C)c1 (stereo not given)	-7%	-7%	10%	0%	-0.9%	1%[46.1 µM]	3%	-2%
CCn1c(-c2ccccc2Cl)nn(CC(=O)NCCc2ccccc2)c1=S	5%	-2%	8%	-3%	0.9%	-5%	7%	4%
CCOC(=O)c1cc(-c2ccccc2)n(CCC(=O)NC2CCCCC2)c1C	5%	-1%	nt	2%	-2.1%	nt	3%	nt
CCc1ccc(C(=O)COC(=O)CNC(=O)c2ccc(N3C(=O)c4ccccc4C3=O)cc2)cc1	-13%	-2%	-5%	-4%	0.8%	-7%[46.1 µM]	-6%	-1%
CCOc1ccc2nc(NC(=O)c3cc(=O)c4cc(C)cc(C)c4o3)sc2c1	-10%	-4%	nt	-6%	-1.0%	nt	-12%	nt
O=c1c2ccccc2cnn1Cc1n[nH]c(=S)n1-c1ccccc1	9%	-8%[53 µM]	-15%	0%[53 µM]	0.0%	4%	0%	1%
O=C(Nc1ccc(F)cc1)N1CCn2c(nc3ccccc32)C1	-11%	-24%	-8%	1%	0.0%	-3%[46.1 µM]	0%	-24%

12 neighbouring records out of the list so far:
SMILES	Tau fluor counter	TRb SRC2 PPI	CBFb-RUNX1 inh	TR SRC2 fluor cs	Epigenetic derep	NPSR antagonist	Tau FP inhib	GLA spleen mod
CCOC(=O)c1c(C)oc2ncnc(Nc3cccc(C(F)(F)F)c3)c12	-5%	1%	nt	-1%	0.4%	nt	-1%	nt
COc1ccc(CNC(=O)c2cnccn2)cc1	0%	-6%	11%	-9%	0.1%	12%[46.1 µM]	-5%	1%
CCCCN(C(=O)c1ccco1)c1nnc(-c2cc(OC)c(OC)c(OC)c2)s1	-7%	-9%	11%	-1%	0.9%	-17%[46.1 µM]	-4%	-5%
Cc1cc(NC(=O)CCCN2C(=O)c3cccnc3C2=O)ccc1Br	-3%	-4%	17%	-1%	1.1%	2%	3%	-1%
O=C(O)C1CC(C2CCCCN2)CN2CCCCC12 (stereo not given)	-7%	-6%	nt	-2%	-2.0%	nt	-4%	18%
Cc1cccc(OCCC(=O)NCC(c2ccccc2)N(C)C)c1 (stereo not given)	-7%	-7%	10%	0%	-0.9%	1%[46.1 µM]	3%	-2%
CCn1c(-c2ccccc2Cl)nn(CC(=O)NCCc2ccccc2)c1=S	5%	-2%	8%	-3%	0.9%	-5%	7%	4%
CCOC(=O)c1cc(-c2ccccc2)n(CCC(=O)NC2CCCCC2)c1C	5%	-1%	nt	2%	-2.1%	nt	3%	nt
CCc1ccc(C(=O)COC(=O)CNC(=O)c2ccc(N3C(=O)c4ccccc4C3=O)cc2)cc1	-13%	-2%	-5%	-4%	0.8%	-7%[46.1 µM]	-6%	-1%
CCOc1ccc2nc(NC(=O)c3cc(=O)c4cc(C)cc(C)c4o3)sc2c1	-10%	-4%	nt	-6%	-1.0%	nt	-12%	nt
O=c1c2ccccc2cnn1Cc1n[nH]c(=S)n1-c1ccccc1	9%	-8%[53 µM]	-15%	0%[53 µM]	0.0%	4%	0%	1%
O=C(Nc1ccc(F)cc1)N1CCn2c(nc3ccccc32)C1	-11%	-24%	-8%	1%	0.0%	-3%[46.1 µM]	0%	-24%

More compounds:
SMILES	Tau fluor counter	TRb SRC2 PPI	CBFb-RUNX1 inh	TR SRC2 fluor cs	Epigenetic derep	NPSR antagonist	Tau FP inhib	GLA spleen mod
CCc1ccccc1Nc1ccc(C(=O)O)cc1N	-5%	-18%	-10%	14%	-0.9%	-25%[46.1 µM]	3%	0%
COc1ccc(C2/C(=C(/O)c3ccc4c(c3)CC(C)O4)C(=O)C(=O)N2CCN2CCOCC2)cc1 (stereo not given)	0%	-4%	-4%	-4%	-1.1%	-4%[46.1 µM]	-1%	3%
CCOc1ccc(N2CC(C(=O)N/N=C/c3sccc3C)CC2=O)cc1 (stereo not given)	-22%	6%	2%	0%	2.5%	-34%	?	1%
NC1=C(c2ccc(F)cc2)C(=O)CS1	6%	8%	1%	-2%	1.5%	13%[46.1 µM]	-2%	5%

These rows are one share of the data, so the mix of outcomes need not match the whole.
